High-throughput results (PubChem BioAssay)
RSV CPE inhibition – RSV antiviral activity via CPE protection, HEp-2 cells, primary 10 µM value included (AID 2391) | CPE inhibition, % at 10 µM, or IC50 in µM where a hit was titrated | 0.13% of 310,000 active | HEp-2 cells, RSV-induced CPE inhibition; higher % means a stronger effect; in the data active = a potency from the dose series; also: strong numbers were not always called active
West Nile antiviral – West Nile virus antiviral activity, cell-based, CPE readout (AID 1621); West Nile virus-infected cells, CPE inhibition; higher % means a stronger effect; CPE inhibition, % at 10 µM; hits with a dose series show IC50 in µM; 0.02% of 290,000 active; in the data active = a potency from the dose series; also: strong numbers were not always called active
SV40 large T antigen – SV40 large T antigen inhibitors, biochemical (AID 1903); inhibition, % at 20 µM; hits with a dose series show IC50 in µM; SV40 large T antigen ATPase/helicase inhibition assay; higher % means a stronger effect; 0.39% of 310,000 active; in the data active = a potency from the dose series; also: strong numbers were not always called active
K1F lysis inhibition – inhibition of K1F phage lysis, E. coli UTI89, bacterial capsule biogenesis inhibitors, alamar blue (AID 488966). E. coli UTI89 K1F phage lysis, alamar blue, 2 h; higher % means a stronger effect. one-dose inhibition, % at 100 µM; IC50 in µM for titrated hits. 0.02% of 340,000 active;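 active = phage lysis inhibition, versus mean bacterial control, above a set limit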;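 also: capsule biogenesis inhibitors block K1F phage lysis so surviving cells raise fluorescence; higher fluorescence means more inhibition of phage lysis; actives were called in the ten point dose series up to 300 µM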
MgcRacGAP inhibition – MgcRacGAP GTPase-activating activity inhibitors, confirmation, biochemical, ADP Hunter fluorescence; Rac GTPase-activating protein 1 (Homo sapiens); MgcRacGAP-stimulated Rac1 GTP hydrolysis, ADP Hunter fluorescence; higher % means a stronger effect; GST-tagged Rac1 F28L mutant substrate; inhibition, % at 30 µM, or IC50 in µM where a hit was titrated; 0.6% of 340,000 active; AID 624330, 2012;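 active = first-screen hits whose inhibition reached a set limit at any dose in the follow-up dose series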;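 also: fluorescence reports GDP produced by GAP-driven GTP hydrolysis; strong numbers were not always called active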
NTR1 agonist – agonists of NTR1, primary screen, imaging, U2OS cells, beta-arrestin-GFP, high content (AID 493036); Neurotensin receptor type 1 (Homo sapiens), P30989; NTR1-U2OS beta-arrestin-GFP spot imaging, agonist mode; activation, % at 20 µM; 0.17% of 330,000 active;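 active = activation at or above 40% of the spot to cytoplasm intensity ratio, with at least 20 cells analyzed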;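 also: 0% = DMSO without peptide and 100% = 100 nM NTR1 peptide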
Target sequence (P30989 whole entry, looked up): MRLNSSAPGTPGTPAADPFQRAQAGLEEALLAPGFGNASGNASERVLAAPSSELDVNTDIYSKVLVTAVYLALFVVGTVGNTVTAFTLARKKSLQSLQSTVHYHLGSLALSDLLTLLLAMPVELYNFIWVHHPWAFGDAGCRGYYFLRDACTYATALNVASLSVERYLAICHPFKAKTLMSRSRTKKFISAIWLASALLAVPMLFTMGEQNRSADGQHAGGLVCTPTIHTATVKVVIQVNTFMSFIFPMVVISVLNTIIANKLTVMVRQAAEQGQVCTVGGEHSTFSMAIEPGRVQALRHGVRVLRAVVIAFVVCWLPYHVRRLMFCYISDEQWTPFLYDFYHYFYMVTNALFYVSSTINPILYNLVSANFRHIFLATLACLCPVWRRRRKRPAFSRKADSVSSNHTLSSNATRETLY
SIAH1 antagonists – Siah-1 peptide-binding antagonists, primary screen, biochemical, fluorescence polarization, rhodamine-plectin, uHTS (AID 1817) | displacement, % at 20 µM; hits with a dose series show IC50 in µM | 0.02% of 290,000 active | E3 ubiquitin-protein ligase SIAH1 (Homo sapiens) | Siah-1 / rhodamine-plectin peptide fluorescence polarization; higher % means a stronger effect;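 active = displacement of at least 50% at 20 µM, with a fluorescence ratio check between 0.3 and a set limit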;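 also: plate controls were Siah plus tracer with DMSO for no effect and tracer alone without Siah for full effect; strong numbers were not always called active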
NS5 inhibitors – Dengue-2 NS5 methyltransferase inhibitors, primary screen, biochemical, confirmation dose response (AID 588689); inhibition, % at 25 µM, or IC50 in µM where a hit was titrated; 0.3% of 340,000 active; Genome polyprotein (Dengue virus type 2 (strain 16681-PDK53)); Dengue-2 NS5 methyltransferase capping enzyme assay, biochemical; higher % means a stronger effect; in the data active = a potency from the dose series
AID2073 – inhibitors of Mint1-CaV2.2 protein interaction, biochemical, HTRF (AID 2073). HTRF protein-protein interaction, Mint1-CaV2.2; higher % means a stronger effect. one-dose inhibition, % at 20 µM; IC50 in µM for titrated hits. 0.19% of 290,000 active. Voltage-dependent N-type calcium channel subunit alpha-1B (Homo sapiens); in the data active = inhibition mostly above about 51%, no sharp cut-off; also: some results filed as inactive read as strong as hits
NTR1 agonist cell count 20 µM – further read-out of NTR1 agonist, marked with its call; cell count; measured here: cell count, cytotoxicity flag
Starred values were filed as active, the others as inactive; [ ] = dose if it differs, or a comment.

Results for Cc1cc(NC(=O)CN2C(=O)NC(C)(c3ccccc3Cl)C2=O)no1 (stereo unspecified) ?
K1F lysis inhibition: 2.2%; MgcRacGAP inhibition: 2%; NTR1 agonist: -1.9; NS5 inhibitors: 4%; NTR1 agonist cell count 20 µM: 55

How did COc1ccc(-c2cc(-c3ccccc3)nc(Cl)n2)cc1OC do in these assays?
RSV CPE inhibition: 41%; West Nile antiviral: -1.1%; SV40 large T antigen: 4%; K1F lysis inhibition: -0.1%; MgcRacGAP inhibition: 1%; NTR1 agonist: 19; SIAH1 antagonists: -5%; NS5 inhibitors: 5%; AID2073: 16%; NTR1 agonist cell count 20 µM: 62

What do the screens show for `Cc1nc2nc(CSc3nc4ccccc4s3)cc(=O)n2[nH]1`?
RSV CPE inhibition: -0.9%; West Nile antiviral: 0.3%; SV40 large T antigen: 5%; K1F lysis inhibition: 0.1%; MgcRacGAP inhibition: 12%; NTR1 agonist: -1.4; SIAH1 antagonists: 0%; NS5 inhibitors: 2%; AID2073: 6%; NTR1 agonist cell count 20 µM: 81

Results for Cc1ccc(CCN2CC(C(=O)NCCCN3CCN(C)CC3)CC2=O)cc1 (stereo unspecified) ?
RSV CPE inhibition: -0.6%; West Nile antiviral: 0.2%; SV40 large T antigen: 3%; K1F lysis inhibition: 0.3%; MgcRacGAP inhibition: 3%; NTR1 agonist: 1.3; SIAH1 antagonists: -5%; NS5 inhibitors: -6%; AID2073: -2%; NTR1 agonist cell count 20 µM: 58

What do the screens show for `CCc1ccc(N2CC(C(=O)N3CCCCCC3)CC2=O)cc1` (stereo unspecified)?
RSV CPE inhibition: 1.2%; West Nile antiviral: -0.4%; SV40 large T antigen: 8%; K1F lysis inhibition: 0.1%; MgcRacGAP inhibition: 4%; NTR1 agonist: -2.3; SIAH1 antagonists: -2%; NS5 inhibitors: -7%; AID2073: 7%; NTR1 agonist cell count 20 µM: 44

How did COc1cc(OC)c(OC)cc1CNC(=O)c1ccc(COc2ccccc2)cc1 do in these assays?
RSV CPE inhibition: 0.9%; West Nile antiviral: -0.7%; SV40 large T antigen: -1%; K1F lysis inhibition: 0.1%; MgcRacGAP inhibition: 8%; NTR1 agonist: 2.8; SIAH1 antagonists: -2%; NS5 inhibitors: -3%; AID2073: -1%; NTR1 agonist cell count 20 µM: 31

What do the screens show for `Cc1c(NC(=O)Nc2ccc(C(C)(C)C)cc2)c(=O)n(-c2ccccc2)n1C`?
RSV CPE inhibition: 0.2%; West Nile antiviral: -0.3%; SV40 large T antigen: 17%; K1F lysis inhibition: 0.3%; MgcRacGAP inhibition: 9%; NTR1 agonist: -1.0; SIAH1 antagonists: -4%; NS5 inhibitors: -4%; AID2073: 19%; NTR1 agonist cell count 20 µM: 55

What do the screens show for `COc1cccc([C@@H]2CC=C(C(=O)O)[C@H](c3cccc(Cl)c3)N2S(=O)(=O)c2ccc(C)cc2)c1`?
RSV CPE inhibition: 4.5%; SV40 large T antigen: 33%; K1F lysis inhibition: -5.1%; MgcRacGAP inhibition: 4%; NTR1 agonist: 7.2; NS5 inhibitors: 7%; NTR1 agonist cell count 20 µM: 89

Results for CN1CCN(C(=O)c2cc3ccccc3[nH]2)CC1 ?
RSV CPE inhibition: 2.7%; West Nile antiviral: -0.6%; SV40 large T antigen: 4%; K1F lysis inhibition: 0.1%; MgcRacGAP inhibition: 6%; NTR1 agonist: 0.6; SIAH1 antagonists: 5%; NS5 inhibitors: -3%; AID2073: 13%; NTR1 agonist cell count 20 µM: 61

How did Cn1cccc1C1CCCN1CC(=O)Nc1ccc(C(N)=O)cc1 (stereo unspecified) do in these assays?
K1F lysis inhibition: 1.4%[50 µM]; MgcRacGAP inhibition: -1%; NTR1 agonist: 0.1; NS5 inhibitors: -3%; NTR1 agonist cell count 20 µM: 66

Results for O=c1cc(CN2CCN(Cc3ccc(F)cc3)C(CCO)C2)[nH]c2ccccc12 (stereo unspecified) ?
RSV CPE inhibition: 3.5%; West Nile antiviral: -0.1%; SV40 large T antigen: 81%; K1F lysis inhibition: 1.3%; MgcRacGAP inhibition: 7%; NTR1 agonist: 1.6; SIAH1 antagonists: 5%; NS5 inhibitors: -5%; AID2073: 22%; NTR1 agonist cell count 20 µM: 47

What do the screens show for `CCOc1ccccc1N1CN(C2CCCCC2)CNC1=S`?
West Nile antiviral: -0.2%; SV40 large T antigen: 7%; NTR1 agonist: -0.7; SIAH1 antagonists: 8%; AID2073: 30%; NTR1 agonist cell count 20 µM: 44

What do the screens show for `Cc1ccc(N2C(=O)N(CC(=O)Nc3ccc(C)cc3[N+](=O)[O-])C(=O)C2C)cc1` (stereo unspecified)?
RSV CPE inhibition: -0.6%; SV40 large T antigen: 9%; K1F lysis inhibition: -0.9%; MgcRacGAP inhibition: 4%; NTR1 agonist: -0.4; NS5 inhibitors: 1%; NTR1 agonist cell count 20 µM: 42

What do the screens show for `NC(=O)c1ccccc1NC(=O)COc1ccc(Cl)cc1`?
RSV CPE inhibition: 0.6%; West Nile antiviral: 0.0%; SV40 large T antigen: 3%; K1F lysis inhibition: 0.0%; MgcRacGAP inhibition: 5%; NTR1 agonist: -0.7; SIAH1 antagonists: -1%; NS5 inhibitors: 1%; AID2073: 9%; NTR1 agonist cell count 20 µM: 52

What do the screens show for `Cc1cc(=O)[nH]c(N/N=C2/CCCC/C2=C\c2ccccc2)n1`?
RSV CPE inhibition: 10%; West Nile antiviral: 0.1%; SV40 large T antigen: 18%; K1F lysis inhibition: 0.6%; MgcRacGAP inhibition: 5%; NTR1 agonist: 1.3; SIAH1 antagonists: 16%; NS5 inhibitors: -1%; AID2073: -12%; NTR1 agonist cell count 20 µM: 51

What do the screens show for `C/C(=N\NC(=O)c1ccc(C(=O)N/N=C(\C)c2ccco2)o1)c1ccco1`?
RSV CPE inhibition: 0.4%; West Nile antiviral: -0.1%; SV40 large T antigen: 0%; K1F lysis inhibition: 0.4%; MgcRacGAP inhibition: 4%; NTR1 agonist: -2.6; SIAH1 antagonists: 1%; NS5 inhibitors: 1%; AID2073: 3%; NTR1 agonist cell count 20 µM: 33

Results for CCCCc1ccc(NC(=O)N[C@@H](C)C(=O)O)cc1 ?
RSV CPE inhibition: -1.0%; West Nile antiviral: 0.2%; SV40 large T antigen: 14%; K1F lysis inhibition: 1.2%[50 µM]; MgcRacGAP inhibition: -4%; NTR1 agonist: 0.3; SIAH1 antagonists: -2%; NS5 inhibitors: -9%; AID2073: 33%; NTR1 agonist cell count 20 µM: 54

How did CC(C)(C)C1CCC(OCC(O)CN2CCN(c3ccccc3)CC2)CC1 (stereo unspecified) do in these assays?
RSV CPE inhibition: 2.1%; West Nile antiviral: -0.3%; SV40 large T antigen: 1%; K1F lysis inhibition: -0.1%; MgcRacGAP inhibition: 2%; NTR1 agonist: 1.2; SIAH1 antagonists: 2%; NS5 inhibitors: -6%; AID2073: -1%; NTR1 agonist cell count 20 µM: 45

Results for Cc1c(-n2c(SCC(N)=O)nc3ccccc3c2=O)c(=O)n(-c2ccccc2)n1C ?
RSV CPE inhibition: -1.2%; West Nile antiviral: 1.1%; SV40 large T antigen: 1%; K1F lysis inhibition: 0.2%; MgcRacGAP inhibition: 1%; NTR1 agonist: -1.0; SIAH1 antagonists: 10%; AID2073: 6%; NTR1 agonist cell count 20 µM: 43

What do the screens show for `CCCCCC(=O)Nc1ccc(-c2csc(N)n2)cc1`?
RSV CPE inhibition: 0.5%; West Nile antiviral: 0.3%; SV40 large T antigen: 18%; K1F lysis inhibition: 0.0%; MgcRacGAP inhibition: 7%; NTR1 agonist: 5.8; SIAH1 antagonists: -1%; NS5 inhibitors: 2%; AID2073: -12%; NTR1 agonist cell count 20 µM: 71

Results for Cc1nnc2sc(-c3ccccn3)nn12 ?
RSV CPE inhibition: 1.3%; West Nile antiviral: -0.2%; SV40 large T antigen: 6%; K1F lysis inhibition: 0.3%; MgcRacGAP inhibition: 6%; NTR1 agonist: -2.0; SIAH1 antagonists: -1%; NS5 inhibitors: -9%; AID2073: 0%; NTR1 agonist cell count 20 µM: 72

What do the screens show for `CCOc1ccc(NC(=O)C2CCCN(c3nn4c(=O)cc(C)nc4s3)C2)cc1` (stereo unspecified)?
RSV CPE inhibition: 0.4%; West Nile antiviral: 0.4%; SV40 large T antigen: 11%; K1F lysis inhibition: 0.1%; MgcRacGAP inhibition: 8%; NTR1 agonist: 3.8; SIAH1 antagonists: 3%; NS5 inhibitors: -8%; AID2073: -2%; NTR1 agonist cell count 20 µM: 60

What do the screens show for `CNc1ccc(/C=C2\COc3ccccc3C2=O)cc1[N+](=O)[O-]`?
RSV CPE inhibition: 4.8%; West Nile antiviral: 0.3%; SV40 large T antigen: 4%; K1F lysis inhibition: 0.1%; MgcRacGAP inhibition: 10%; NTR1 agonist: 11; SIAH1 antagonists: 0%; NS5 inhibitors: -1%; AID2073: 1%; NTR1 agonist cell count 20 µM: 45

Results for COc1ccc(/C=C(/C#N)C(=O)Nc2cccc([N+](=O)[O-])c2)cc1C(=O)O ?
RSV CPE inhibition: -0.7%; West Nile antiviral: -0.1%; SV40 large T antigen: 3%; K1F lysis inhibition: 0.1%; MgcRacGAP inhibition: 1%; NTR1 agonist: -0.6; SIAH1 antagonists: 10%; NS5 inhibitors: -1%; AID2073: 7%; NTR1 agonist cell count 20 µM: 25

What do the screens show for `COc1ccc(-c2c3c(=O)n(C)c(=O)n(C)c3cn2-c2ccccc2O)cc1`?
RSV CPE inhibition: 3.3%; West Nile antiviral: 0.2%; SV40 large T antigen: 19%; K1F lysis inhibition: 0.3%; MgcRacGAP inhibition: 13%; NTR1 agonist: 1.4; SIAH1 antagonists: 13%; NS5 inhibitors: -9%; AID2073: -24%; NTR1 agonist cell count 20 µM: 68

What do the screens show for `O=C(OCc1ccc([N+](=O)[O-])cc1)c1cc([N+](=O)[O-])ccc1N1CCOCC1`?
RSV CPE inhibition: 5.8%; SV40 large T antigen: 10%; K1F lysis inhibition: 1.3%[50 µM]; MgcRacGAP inhibition: 6%; NTR1 agonist: 2.3; NS5 inhibitors: 1%; NTR1 agonist cell count 20 µM: 54

What do the screens show for `COc1ccccc1CC(=O)N1CCN(S(=O)(=O)c2ccccc2F)CC1`?
K1F lysis inhibition: -1.1%; MgcRacGAP inhibition: -5%; NTR1 agonist: 0.8; NS5 inhibitors: -6%; NTR1 agonist cell count 20 µM: 60
